# NOD2 RIPK2 PPI – NOD2-RIPK2 protein interaction inhibition; inhibition, % at 4.98 µM; AID 624267; 360,000 tested, 0.38% active; O43353; CHO BLA complementation NOD2-RIPK2, CCF4 ratio; in the data active means inhibition above about 21%;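 further: 0% = vehicle only and 100% = reference blocker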
# LRH-1 inv ag – inverse agonists of human LRH-1 (NR5A2). HEK293T StAR-luciferase reporter, LRH-1 transfected, 24 h. 360,000 tested, 0.13% active. O00482. inhibition, % at 3.6 µM;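 active means inhibition above the mean inhibition of all tested compounds plus 3 SD, cut at about 73% in these data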;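 further: 0% = DMSO wells and 100% = reporter-only cells lacking LRH-1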
# TLR9-MyD88 inh – TLR9-MyD88 interaction inhibition; CHO BLA complementation TLR9-MyD88, CCF4 FRET ratio; inhibition, % at 4.98 µM; 340,000 tested, 0.21% active;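 active means inhibition above the mean over all tested compounds plus 3 SD, cut at about 21% in these data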;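 further: 0% = DMSO only wells and 100% = clavulanate BLA inhibitor control wells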
# TROY NFkB inh – blocks TROY-dependent signaling in reporter cells | Q293 LMP1-TROYcd NF-kB luciferase reporter, 4 h | inhibition, % at 10 µM | 360,000 tested, 0.98% active;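 active means compounds whose plate-normalised and pattern-corrected inhibition of the luciferase reporter signal at the single screening dose is 50% or more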
# LMP1 NFkB inh – reduces LMP1-driven NF-kappaB luciferase signal; LMP1-induced NF-kappaB luciferase reporter cells, luminescence; inhibition, % at 12.5 µM; 350,000 tested, 0.69% active; AID 504558; in the data active means inhibition above about 41%;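 further: 0% = neutral control wells and 100% = reference inhibitor control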
# SRC2 inh – inhibits human steroid receptor coactivator 2 | HEK293 GAL4-SRC2 luciferase reporter, luminescence | inhibition, % at 9 µM | 370,000 tested, 0.17% active;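 active means inhibition above the mean inhibition of all tested compounds plus 3 SD, set per campaign, cut at about 52% in these data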;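 further: 0% = DMSO treated cells and 100% = cells given Gossypol at 36 µM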
# SRC1 inh – human NCOA1 inhibition; HEK293 GAL4-SRC1 luciferase reporter, luminescence; 360,000 tested, 0.12% active; Q15788; AID 588354; inhibition, % at 3.6 µM;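 active means inhibition above the campaign mean plus 3 SD, with each screening campaign given its own cutoff, cut at about 60% in these data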;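 further: 0% = DMSO treated cells and 100% = gossypol at 36 µM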
# Target sequence (Q15788 whole entry, looked up, the tested form may be a part): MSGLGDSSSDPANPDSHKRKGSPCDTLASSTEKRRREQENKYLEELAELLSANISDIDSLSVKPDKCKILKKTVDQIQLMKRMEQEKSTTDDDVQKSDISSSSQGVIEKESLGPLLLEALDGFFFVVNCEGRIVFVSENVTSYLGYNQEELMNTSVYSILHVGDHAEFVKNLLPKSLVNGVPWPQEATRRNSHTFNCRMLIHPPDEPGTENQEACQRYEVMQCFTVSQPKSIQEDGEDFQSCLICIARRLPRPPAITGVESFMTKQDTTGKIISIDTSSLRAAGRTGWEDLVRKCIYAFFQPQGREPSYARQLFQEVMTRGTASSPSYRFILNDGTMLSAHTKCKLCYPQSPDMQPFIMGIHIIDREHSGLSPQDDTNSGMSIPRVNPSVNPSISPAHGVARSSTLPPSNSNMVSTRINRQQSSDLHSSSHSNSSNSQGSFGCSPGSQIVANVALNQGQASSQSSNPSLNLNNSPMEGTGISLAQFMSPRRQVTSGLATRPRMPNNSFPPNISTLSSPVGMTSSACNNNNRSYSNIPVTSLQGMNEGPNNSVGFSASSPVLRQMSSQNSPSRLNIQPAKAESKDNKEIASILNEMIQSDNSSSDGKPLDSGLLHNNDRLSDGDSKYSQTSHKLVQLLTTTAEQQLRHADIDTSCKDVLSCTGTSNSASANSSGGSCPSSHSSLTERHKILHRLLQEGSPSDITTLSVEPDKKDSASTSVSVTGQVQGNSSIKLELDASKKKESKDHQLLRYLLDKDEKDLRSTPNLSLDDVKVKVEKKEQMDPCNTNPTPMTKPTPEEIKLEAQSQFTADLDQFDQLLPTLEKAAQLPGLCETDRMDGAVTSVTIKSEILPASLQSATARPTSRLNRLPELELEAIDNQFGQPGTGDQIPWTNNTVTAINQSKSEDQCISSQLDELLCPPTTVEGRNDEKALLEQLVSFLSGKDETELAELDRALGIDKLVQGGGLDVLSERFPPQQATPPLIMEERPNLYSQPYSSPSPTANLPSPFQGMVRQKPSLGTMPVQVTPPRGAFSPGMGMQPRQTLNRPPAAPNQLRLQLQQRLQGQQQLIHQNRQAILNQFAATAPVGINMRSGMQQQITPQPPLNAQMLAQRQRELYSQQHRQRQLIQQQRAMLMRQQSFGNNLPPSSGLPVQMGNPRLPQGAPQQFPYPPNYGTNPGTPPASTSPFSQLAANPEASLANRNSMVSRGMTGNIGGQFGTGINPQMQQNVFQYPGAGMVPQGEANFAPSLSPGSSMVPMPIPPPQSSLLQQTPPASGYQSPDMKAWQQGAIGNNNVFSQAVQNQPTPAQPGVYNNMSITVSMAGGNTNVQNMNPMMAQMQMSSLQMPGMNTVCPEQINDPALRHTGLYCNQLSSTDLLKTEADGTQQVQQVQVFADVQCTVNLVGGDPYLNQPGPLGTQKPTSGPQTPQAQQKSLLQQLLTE
# C8 TRAIL sens – sensitizes caspase-8 expressing cells to TRAIL; NB7+C8 cells + TRAIL, ATPlite viability luminescence; inhibition (viability loss, TRAIL sensitization), % at 10 µM; 360,000 tested, 1% active;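 active means compounds causing at least 50% loss of cell viability in the single-dose screen, relative to plate controls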
# SRC3 inh – inhibitors of human steroid receptor coactivator 3 (SRC3) | inhibition, % at 3.6 µM | 360,000 tested, 0.17% active | AID 588352 | Q9Y6Q9 | HEK293 GAL4-SRC3 luciferase reporter, luminescence;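 active means inhibition above a per-campaign cutoff, the mean of all compounds plus 3 SD, cut at about 60% in these data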;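 further: 0% = DMSO-treated cells and 100% = gossypol-treated cells at 36 µM; higher means less SRC3-driven luciferase light from the GAL4 reporter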
# TWEAK-Fn14 inh – TWEAK-Fn14 signaling inhibition; inhibition, % at 10 µM; TWEAK-stimulated Fn14 reporter cells, luciferase luminescence, 8 h; 360,000 tested, 2% active; in the data active means inhibition above about 50%
# COUP-TFII inh – inhibitors of human COUP-TFII (NR2F2); P24468; 370,000 tested, 0.7% active; HEK293T NGFI-A luciferase reporter, luminescence; inhibition, % at 8.6 µM;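 active means inhibition above a per-plate cutoff, mean inhibition of test wells between control levels plus 3 SD, cut at about 38% in these data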;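 further: cells cotransfected with COUP-TFII expression vector driving the NGFI-A reporter; 0% = median of COUP-TF2 test wells and 100% = reporter-only cells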
# Active calls of the source: *; . = no result given. An excerpt, so the mix of outcomes need not match the whole.
SMILES,NOD2 RIPK2 PPI,LRH-1 inv ag,TLR9-MyD88 inh,TROY NFkB inh,LMP1 NFkB inh,SRC2 inh,SRC1 inh,C8 TRAIL sens,SRC3 inh,TWEAK-Fn14 inh,COUP-TFII inh
CCN(c1cccc2ccccc12)S(=O)(=O)c1cccs1,-4,13,-2,-9,4,7,-10,5,10,-9,-4
COCC(C)NC(=O)c1cccc([N+](=O)[O-])c1 (stereo unspecified),-5,1,2,-22,5,8,12,-3,6,-6,8
COCCNC(=O)c1cc2c(c(-c3cccc(-c4cccc(OC)c4)c3)n1)[C@H](CCO)N(S(=O)C(C)(C)C)C2 (stereo partly specified),-5,4,.,3,.,9,-15,-17,-5,-9,-1
Cc1ccc(C(=O)COC(=O)c2ccc3c(c2)C(=O)N(c2cccc4ncccc24)C3=O)cc1,-1,24,0,10,-2,-29,8,51*,13,-12,-5
O=S(=O)(NC1CCCCCC1)c1ccc(Br)s1,6,-2,2,7,-6,-12,-2,-3,-18,10,-2
CN1CC(=O)N(CC(=O)Nc2ccc(Cl)c(C(F)(F)F)c2)C1=O,-11,-1,-7,-1,-10,-2,11,-14,15,-29,2
CC1CCc2c(sc(NC(=O)COC(=O)c3ccc(O)cc3)c2C#N)C1 (stereo unspecified),-5,-17,-1,3,2,-33,-12,-1,11,-12,2
O=C(NCCc1ccc(Cl)cc1)C1CCC(=O)N1C1CCCC1 (stereo unspecified),-10,-10,-7,-3,-5,1,5,2,12,-1,-15
COc1ccc(C(C)C)cc1S(=O)(=O)Nc1cccnc1,-2,-7,-16,3,5,-7,-4,6,0,5,9
Cc1sc(NC(=O)C2=COCCO2)c(C#N)c1C,-4,-53,-23,-29,-20,-93,-74,-3,-67,-17,-25
COc1cccc(CNC(=O)c2cc(C)nc3ccccc23)c1,-7,2,1,-14,-4,-6,-2,6,14,-1,4
CC1C(=O)Nc2ccc(S(=O)(=O)N3CCN(c4cccc(Cl)c4)CC3)cc2NC1=O (stereo unspecified),2,1,5,9,-2,0,-7,26,0,1,7
Cc1onc(-c2ccccc2Cl)c1C(=O)Nc1cccc2nsnc12,-1,35,-3,-26,10,6,18,15,26,14,10
COc1cccc(CNC(=O)COC(=O)c2nn(C)c(=O)c3ccccc23)c1,1,-13,-10,25,0,-42,7,-8,-3,-8,8
Cc1nc(-c2cccc(NC(=O)C(C)Oc3ccccc3)c2)cs1 (stereo unspecified),3,-15,-3,5,0,16,-82,-7,0,17,11
CCOC(=O)[C@@H]1[C@H]2COc3ccc(Br)cc3[C@@H]2N2C(=O)N(c3ccc(C(F)(F)F)cc3)C(=O)[C@@]12C,0,5,-5,3,-5,-24,-8,-1,-13,14,-1
O=C(O)CCCC(=O)Nc1nc(-c2ccccc2)cs1,0,-9,-3,-5,-3,-1,10,11,-55,-2,-14
N#Cc1cn(-c2ccccc2)nc1-c1ccccc1,-1,-12,-2,-40,-9,5,-19,-5,-3,-11,-4
Cn1cnnc1SCC(=O)Nc1cc(S(=O)(=O)N2CCCCCC2)ccc1Cl,-8,15,0,5,-6,14,3,10,10,-31,-7
COc1ccc2c(c1)[nH]c1c(=O)n(CCCN3CCOCC3)cnc12,-6,-4,-5,-7,-8,-23,-6,-7,-5,7,3
O=C(CSc1ccccc1F)NCCN1C(=O)CSC1=O,-10,-17,-3,-13,-2,25,0,-8,-11,-3,4
CN(CCOc1ccc(Cl)cc1)C(=O)c1cc(-c2ccco2)nc2ccccc12,2,-7,4,8,11,9,13,25,28,28,3
FC(F)(F)c1cnc(-n2cc[nH]c2=S)c(Cl)c1,-8,-1,2,-13,2,-27,5,5,15,8,-2
CCSc1nnc(-c2ccc(C)cc2)c2ccccc12,-14,-6,2,-4,5,-4,-3,-4,-1,11,-8
COc1ccc([C@H]2CC(=O)C=C(c3cc(Cl)ccc3OC)C2)cc1,-4,-28,-4,5,5,-22,-6,1,8,28,-8
CCCNC(=O)[C@@H]1CCCN1C(=O)[C@@H]1Cc2ccccc2CN1,-7,-8,-9,2,3,-10,-36,-18,-4,2,5
CCCCCc1ccc(-c2cn(Cc3ccc([N+](=O)[O-])cc3)nn2)cc1,0,19,5,-14,10,.,-23,8,3,-1,.
COc1cccc(C(=O)/C=C/Nc2cc(C)ccc2O)c1,4,-56,17,-37,-13,-85,-126,55*,-100,3,-30
CN1CCN(C(=S)NC(=O)c2ccc(C(C)(C)C)cc2)CC1,0,2,-14,4,-2,1,8,0,6,1,-18
O=C(COc1ccccc1[N+](=O)[O-])N/N=C/c1cccs1,0,-11,-6,-27,-2,-15,2,2,6,-22,-6

# Continued, starting with the last two of the part before.
SMILES,NOD2 RIPK2 PPI,LRH-1 inv ag,TLR9-MyD88 inh,TROY NFkB inh,LMP1 NFkB inh,SRC2 inh,SRC1 inh,C8 TRAIL sens,SRC3 inh,TWEAK-Fn14 inh,COUP-TFII inh
CN1CCN(C(=S)NC(=O)c2ccc(C(C)(C)C)cc2)CC1,0,2,-14,4,-2,1,8,0,6,1,-18
O=C(COc1ccccc1[N+](=O)[O-])N/N=C/c1cccs1,0,-11,-6,-27,-2,-15,2,2,6,-22,-6
CC(C)(C)OC(=O)N1Cc2ccccc2C[C@H]1C(=O)N1CCC[C@H]1C(=O)O,-2,22,2,17,9,10,11,-16,0,10,-26
N=C1C(c2ccccc2)=C(O)CN1c1cccc(S(N)(=O)=O)c1,-1,9,0,-24,-6,-31,9,-6,16,10,-14
COc1cccc(NC(=O)COc2ccccc2C(N)=O)c1,-1,-111,0,-41,0,-40,-85,40,-99,3,-22
CCOC(=O)c1coc(C(=O)OCC)c1C(=O)OCC,-9,23,0,-9,-6,-17,-7,-9,-7,25,3
COc1ccccc1CNc1nc(Nc2ccccc2Cl)c2sccc2n1,-6,3,.,42,.,29,20,17,18,62*,60*
Cc1ccc(NC(=O)c2nc[nH]c2C(=O)N2CCOCC2)c(C(=O)c2ccccc2)c1,-26,1,6,-11,5,5,4,9,13,-11,1
CCOC(=O)C1=CC(=O)CC(C)(C)O1,0,-8,5,-6,-10,14,1,-12,1,-3,-8
Cc1ccc(-c2nc(SCC(=O)NCC3CCCO3)c(-c3ccc(C)cc3)[nH]2)cc1 (stereo unspecified),-7,18,-5,-9,-6,-1,-7,-19,-3,6,15
O=C(/C=C/c1ccc2c(c1)OCO2)NCc1ccc(F)cc1,-6,0,-2,-4,9,-2,20,-4,3,-9,-1
COc1ccccc1N1CCN(c2ccc3cc(S(=O)(=O)N4CCCCC4)ccc3n2)CC1,6,12,-15,16,11,9,8,9,-12,19,-9
N/C(CSc1ccc(Cl)cc1)=N\NC(=O)c1ccncc1,0,2,-9,-6,0,-2,-7,-4,9,10,0
CCOC(=O)Nc1sc2c(c1C(=O)OCC)CCC2,4,8,-7,15,-2,1,-9,-15,15,6,4
COC(=O)NCC(C)OC(=O)Nc1ccc(Cl)cc1 (stereo unspecified),-4,-36,4,-45,-11,-36,-36,-11,-29,-20,-30
C=CCn1c(SCC(=O)Nc2ccc(Br)cc2)nc(O)c(CC)c1=O,-3,20,-6,-4,-1,9,-2,-14,1,-7,3
COc1ccc(-c2nc(CS(=O)CC(=O)NCc3ccc(F)cc3)c(C)o2)cc1 (stereo unspecified),1,13,6,12,-4,-27,10,20,1,5,-10
O=C(Nc1cccc(S(=O)(=O)N2CCCCC2)c1)c1ccc(S(=O)(=O)C(F)F)cc1,14,16,4,35,5,13,3,21,34,-14,26
O=C(/C=C\Nc1ccc2c(c1)OCO2)c1ccc(Cl)s1,-5,-26,-3,16,-71,-63,-72,73*,-69,53*,-25
C=C(C)C1Cc2c(C)nn(-c3ccccn3)c2C1 (stereo unspecified),-7,13,-1,10,2,-10,-79,1,22,-4,-13
O=C(CN1C(=O)NC(CCc2ccccc2)C1=O)N1CCCCCC1 (stereo unspecified),-7,-1,12,5,-2,12,-27,6,-20,-15,-1
COc1ccc2sc(SCCCS(=O)(=O)O)[n+](CCCS(=O)(=O)[O-])c2c1,-5,-7,-8,4,-29,20,11,12,27,22,-3
O=C(C[n+]1cccc(/C=N/O)c1)N1CCCCCC1,-4,-6,-5,-15,5,-21,6,-10,-5,-8,20
CN(C)c1ncnc2c1ncn2[C@H]1CN(Cc2cccs2)C[C@@H](CO)O1,-13,9,.,-7,.,15,-1,-14,-9,5,-2
O=C(COC(=O)c1cnccn1)Nc1cc(S(=O)(=O)N2CCOCC2)ccc1Cl,-12,-18,12,-1,-11,4,-8,-3,-2,7,-7
CC(C)CC(=O)N1CCN(C(=O)c2cccc(F)c2)CC1,-9,1,1,-3,6,15,-2,-11,-16,10,5
COc1ccc(NC(=O)c2cc(CC(C)C)nc3ccccc23)cc1,-2,-33,-7,7,2,-29,22,-5,0,-22,42*
O=C1C=C(NCc2ccco2)CC(c2ccc(Cl)cc2)C1 (stereo unspecified),-4,-8,-5,22,-1,-1,1,9,-12,-5,4
CCC1(O)CC2CN(CCc3c([nH]c4ccccc34)C(C(=O)OC)(c3cc4c(cc3OC)N(C=O)C3C(O)(C(=O)OC)C(OC(C)=O)C5(CC)C=CCN6CCC43C65)C2)C1 (stereo unspecified),6,40,-7,16,-2,5,-12,1,13,15,-81
COC(=O)c1sccc1NC(=O)COc1ccccc1Cl,-11,-29,-6,-8,1,-52,-40,7,-69,1,-25
Cc1cnc(C(=O)N2CCN(c3ccc(C(F)(F)F)cn3)CC2)cn1,2,-6,-4,2,7,4,9,5,25,-5,-2
COc1ccc(C(=O)NC(=S)N2CCOCC2)cc1[N+](=O)[O-],-7,-12,2,5,-2,-7,3,4,-4,3,-9
Cn1cc(CN2CCC(n3nccc3NC(=O)Cc3ccccc3)CC2)cn1,3,-13,-2,9,-5,-42,-30,-6,-3,-17,-21
Cc1ccc(CN2CCN(C(=O)CCc3ccccc3)CC2)cc1,8,4,-5,-8,0,29,-84,12,-28,-1,-1
Cc1ccc(NC(=O)CCc2ccc(S(=O)(=O)N3CCOCC3)cc2)c(O)c1,2,-2,-10,2,1,-16,-2,9,1,12,13
O=C(OCC(=O)N1CCN(c2ccccc2)CC1)c1cc(F)c(F)cc1Cl,21*,-11,-7,3,2,6,-5,-14,7,-14,13
COc1cccc(C(=O)Nc2ccc(S(=O)(=O)N3CCN(C)CC3)cc2)c1,5,11,7,-10,-1,9,-11,8,0,-7,-3
O=C(COC(=O)Cc1ccsc1)NNC(=O)c1ccccc1,-16,6,-1,-14,-1,-25,-42,-3,10,6,-6
CCOc1ccc(S(=O)(=O)N=C(c2ccccc2)N2CCOCC2)cc1,-5,-13,-17,21,3,-22,-1,-11,10,23,-5
COc1ccc(C(C(O)C(=O)c2c[nH]c3ccccc23)N2CCN(c3ccccc3)CC2)cc1 (stereo unspecified),-3,2,-6,-7,-3,-22,-2,-14,2,4,4
CC1CC(C)CN(CCCNC(=O)c2cn(C)c3ccc(S(=O)(=O)N4CCCC4)cc3c2=O)C1 (stereo unspecified),1,4,-6,3,-7,-16,-5,-1,8,8,-13

# High-throughput results deposited in PubChem BioAssay by several laboratories.
